pCIP destab: compounds decreasing mouse p/CIP protein stability; Q05BA5; F442A p/CIP-EGFP cells, EGFP fluorescence, 16 h; decrease of EGFP signal, % at 10 µM; hit rate 0.01% among 290,000; AID 1984;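 active = EGFP signal decrease of at least 30% at 10 µM or well 3 SD below plate mean, unless failing retest; inactive = the rest, including hits failing retest or dose response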; note: some compounds called inactive have numbers as strong as hits; many of its hits are not listed in these tables
Target sequence (Q05BA5 1-1403): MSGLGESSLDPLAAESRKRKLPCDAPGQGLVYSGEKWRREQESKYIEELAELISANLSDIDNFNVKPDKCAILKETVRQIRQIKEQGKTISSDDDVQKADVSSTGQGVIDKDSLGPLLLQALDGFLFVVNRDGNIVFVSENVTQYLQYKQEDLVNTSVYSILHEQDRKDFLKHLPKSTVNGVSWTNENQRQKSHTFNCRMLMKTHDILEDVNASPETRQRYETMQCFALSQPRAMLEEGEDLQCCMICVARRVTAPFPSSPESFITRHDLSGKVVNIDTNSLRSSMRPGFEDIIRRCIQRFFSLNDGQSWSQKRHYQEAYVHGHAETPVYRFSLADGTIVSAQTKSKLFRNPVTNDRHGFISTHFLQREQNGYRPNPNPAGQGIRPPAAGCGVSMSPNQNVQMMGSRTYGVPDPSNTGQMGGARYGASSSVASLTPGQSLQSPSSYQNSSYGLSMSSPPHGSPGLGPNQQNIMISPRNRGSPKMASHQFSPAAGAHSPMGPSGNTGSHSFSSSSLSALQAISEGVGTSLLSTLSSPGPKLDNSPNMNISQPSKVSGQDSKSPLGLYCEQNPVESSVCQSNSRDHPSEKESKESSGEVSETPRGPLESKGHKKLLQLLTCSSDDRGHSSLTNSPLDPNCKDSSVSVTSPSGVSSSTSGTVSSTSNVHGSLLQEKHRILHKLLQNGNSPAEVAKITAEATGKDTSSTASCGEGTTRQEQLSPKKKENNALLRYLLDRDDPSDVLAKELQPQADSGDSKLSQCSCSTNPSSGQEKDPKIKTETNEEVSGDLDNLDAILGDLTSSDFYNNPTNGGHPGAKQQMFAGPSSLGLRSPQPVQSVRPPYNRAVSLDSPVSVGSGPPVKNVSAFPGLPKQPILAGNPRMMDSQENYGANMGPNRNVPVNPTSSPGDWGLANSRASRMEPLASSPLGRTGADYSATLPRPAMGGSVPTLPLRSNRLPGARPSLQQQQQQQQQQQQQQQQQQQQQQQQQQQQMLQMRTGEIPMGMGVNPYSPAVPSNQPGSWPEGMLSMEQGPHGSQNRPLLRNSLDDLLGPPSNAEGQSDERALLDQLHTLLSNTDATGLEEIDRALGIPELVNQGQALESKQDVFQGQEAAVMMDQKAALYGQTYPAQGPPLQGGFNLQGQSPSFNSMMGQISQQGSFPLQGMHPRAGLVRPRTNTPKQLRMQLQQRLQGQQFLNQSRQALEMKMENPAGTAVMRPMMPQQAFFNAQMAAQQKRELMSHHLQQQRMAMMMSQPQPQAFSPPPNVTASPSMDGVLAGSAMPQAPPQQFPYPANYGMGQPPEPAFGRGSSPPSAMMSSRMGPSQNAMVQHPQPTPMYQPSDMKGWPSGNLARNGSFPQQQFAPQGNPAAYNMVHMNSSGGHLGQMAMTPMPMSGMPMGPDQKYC
SUMO HTRF inh: inhibitors of human SUMOylation (UBC9); P63279; HTRF SUMOylation assay, SAE1/SAE2 + UBC9, in vitro; inhibition, % at 35 µM; hit rate 0.36% among 290,000; in the data active = inhibition above about 50%, passing the limit was not always enough; note: strong numbers were not always called active
FID counter: displaces DNA intercalator in HCV helicase counter-screen | DNA fluorescent intercalator displacement, fluorescence | inhibition, % at 7.9 µM | hit rate 0.17% among 290,000 | AID 1845; in the data active = inhibition above about 37%;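 note: 0% = vehicle and 100% = reference compound; higher means more ethidium bromide displaced from hairpin DNA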
NS3 helicase inh: blocks Hepatitis C virus NS3 helicase unwinding; inhibition, % at 10.9 µM; hit rate 0.56% among 290,000; NS3 helicase DNA unwinding, Cy5 molecular beacon fluorescence;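 active = inhibition above the mean of all tested compounds plus 3 SD, set per campaign, cut at about 35% in these data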;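 note: 0% = DMSO wells and 100% = thioflavine S control wells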
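test system = hepatitis C virus NS3 helicase domain fragment enzyme | reagent = annealed dual-labelled DNA beacon duplex, ATP-started | times = 1 h at 25 °C | detection = Cy5 fluorescence, 0 and 60 min reads | read-out basis = percent inhibition from t60/t0 fluorescence ratio | control set = DMSO and thioflavine S | replication = one well per compound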
IDE cell activ: IDE (human) activation, cell-based | P14735 | HEK cells, FAbeta-B cleavage, fluorescence polarization; 0% vehicle, 100% cell-free pure enzyme wells | activation, % at 5.96 µM | hit rate 0.073% among 340,000;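 active = activation above the mean of all tested compounds plus 3 SD, set per screening campaign, cut at about 17% in these data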
IMP-1 inhibitor: blocks Pseudomonas aeruginosa IMP-1 metallo-beta-lactamase; purified IMP-1, nitrocefin hydrolysis, epi-absorbance fluorescence; hit rate 0.45% among 290,000; AID 1556; inhibition, % at 5.6 µM;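 active = inhibition above the mean plus 3 SD of all compounds in the same screening run, cut at about 4.5% in these data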;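 note: 0% = IMP-1 with DMSO and 100% = DMSO wells lacking enzyme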
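system = purified recombinant IMP-1 beta-lactamase | amount = 0.2 nM IMP-1, as dispensed | medium = HEPES buffer pH 7.1 with ZnSO4 and Brij 35 | times = 25 °C, 15 min preincubation, 25 min reaction | detection = plate fluorescence quenching by hydrolysis product, ex 480/em 530 nm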
IDE cell inh: cellular human IDE inhibition; hit rate 0.41% among 320,000; HEK cells, FAbetaB cleavage, fluorescence polarization; P14735; inhibition, % at 5.59 µM; AID 434962;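 active = percent inhibition above the average of all tested compounds plus 3 SD, set per screening campaign, cut at about 16% in these data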;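 note: IDE supplied by intact live HEK cells; FP after avidin binding of uncleaved biotin substrate so inhibition keeps polarization high; 0% = DMSO wells and 100% = 60 µM reference IDE inhibitor Ii1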
VIM-2 inhibitor: inhibitors of Pseudomonas aeruginosa VIM-2 metallo-beta-lactamase | AID 1527 | hit rate 0.89% among 290,000 | inhibition, % at 5.6 µM | purified VIM-2, nitrocefin hydrolysis, epi-absorbance fluorescence;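 active = inhibition above the mean of all tested compounds plus 3 SD, cutoff set per screening run, cut at about 7.5% in these data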;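 note: red hydrolysis product quenches plate fluorescence so inhibitors raise well fluorescence; 0% = enzyme with DMSO and 100% = DMSO without enzyme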
M18AAP inhibitor: PfM18AAP enzyme inhibition. inhibition, % at 7.35 µM. recombinant PfM18AAP, H-Glu-NHMec fluorogenic cleavage. hit rate 1.2% among 290,000;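 active = inhibition above the campaign mean inhibition over all tested compounds plus 3 SD, cut at about 28% in these data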;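 note: 0% = plate median of test compound wells and 100% = 2 mM ZnCl2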
An asterisk follows results filed as active; . = no result given. Compounds as they come; about 3.6% have a hit in one of these screens.

SMILES	pCIP destab	SUMO HTRF inh	FID counter	NS3 helicase inh	IDE cell activ	IMP-1 inhibitor	IDE cell inh	VIM-2 inhibitor	M18AAP inhibitor
O=C(CCN1C(=O)S/C(=C/c2ccc(F)cc2)C1=O)Nc1ccc(O)c(C(=O)O)c1	-19	14	-3	11	5	-2.8	5	-0.5	8
COc1ccc(N2CCN(CCNC(=O)C3CC(=O)N(C4CCCC4)C3)CC2)cc1 (stereo unspecified)	0	9	-1	20	1	-1.1	0	-2.3	8
Cc1ccc(NC(=O)Cn2nnc(-c3ccccc3NC(=O)c3cccs3)n2)cc1	-1	28	3	-1	-3	-3.9	-1	-8.3	5
CCOC(=O)c1c(C)nc2sc(C(=O)Nc3ccccc3)c(N)c2c1-c1ccc(OC)cc1	-10	19	-9	1	0	-2.1	2	-4.6	-11
COc1ccccc1CNS(=O)(=O)c1ccc2c(c1)N(C(C)=O)CCO2	11	14	-17	8	-5	-0.9	5	-0.8	-3
CCOC(=O)Cn1cc(/C=C(/C#N)C(=O)NC(C)C)c2ccccc21	8	-1	-7	0	-2	-2.5	6	-2.6	5
CCOC(=O)C(NCCOC)(NC(C)=O)C(F)(F)F (stereo unspecified)	-13	16	0	5	5	-3.8	6	-3.4	0
N#CNC1=NCN(CCc2ccccc2)CN1	-15	-9	-3	-3	1	-3.6	-5	-3.7	5
CCOC(=O)c1sc2nc3c(cc2c1N)COC(C(C)C)C3 (stereo unspecified)	-11	-10	-6	11	6	-3.2	2	-0.9	3
COc1ccccc1CC(NC(C)=O)C(=O)NC1CCN(C(=O)Nc2ccccc2Cl)CC1 (stereo unspecified)	-8	18	-19	-3	4	-3.8	0	-4.1	3
O=S(=O)(NCc1ccc(Cl)cc1)c1cnc[nH]1	-4	4	2	7	-2	-4.9	2	-2.2	10
CCN(CC(=O)NC(C)(C)C)C(=O)CN1c2cccc3cccc(c23)S1(=O)=O	-19	22	-22	-10	-1	-1.8	0	-1.3	-9
COc1cccc(/C=N/NC(=O)CC(C)O)c1OC/C=C/c1ccccc1 (stereo unspecified)	-18	10	-43	8	2	-4.0	.	-4.1	0
O=C(CNC(=O)c1ccco1)NCC(=O)OCc1ccccc1Cl	0	11	-4	5	4	-3.8	-10	-2.6	0
Cc1cc(C(=O)Nc2sc3c(c2C#N)CCC(C)C3)cs1 (stereo unspecified)	3	3	2	8	8	-1.3	12	0.8	-3

Rewritten with values under each structure: part of the list above
Order of values: pCIP destab	SUMO HTRF inh	FID counter	NS3 helicase inh	IDE cell activ	IMP-1 inhibitor	IDE cell inh	VIM-2 inhibitor	M18AAP inhibitor
> CCOC(=O)Cn1cc(/C=C(/C#N)C(=O)NC(C)C)c2ccccc21
→ 8	-1	-7	0	-2	-2.5	6	-2.6	5
> COc1ccccc1CNS(=O)(=O)c1ccc2c(c1)N(C(C)=O)CCO2
→ 11	14	-17	8	-5	-0.9	5	-0.8	-3
> CCOC(=O)c1sc2nc3c(cc2c1N)COC(C(C)C)C3 (stereo unspecified)
→ -11	-10	-6	11	6	-3.2	2	-0.9	3

Later entries.
SMILES	pCIP destab	SUMO HTRF inh	FID counter	NS3 helicase inh	IDE cell activ	IMP-1 inhibitor	IDE cell inh	VIM-2 inhibitor	M18AAP inhibitor
O=c1nc2n(c3ncccc13)CCC2	-1	9	-6	3	1	1.1	-7	4.1	5
C/C(=N\NS(=O)(=O)c1cccc([N+](=O)[O-])c1)c1cccnc1	-4	-6	3	8	2	-2.0	10	-2.3	-8
CCOC(=O)c1csc(COc2ccc(OC)cc2)n1	7	11	-14	-7	-2	-1.5	9	-0.9	-5
COc1cc(-c2nnc(SC/C=C/c3ccccc3)n2N)cc(OC)c1OC	-18	5	-33	-5	-3	-2.3	-1	-3.4	-2
COc1ccc(CCCc2nc3ccccc3[nH]2)cc1	-16	-14	1	2	0	-3.1	6	-2.8	4
Nc1nnc(-c2ccco2)s1	-1	8	1	5	6	-3.6	1	-4.1	0
CN1CCN(c2nc3c(c(=O)[nH]c(=O)n3C)n2Cc2cccc(Br)c2)CC1	-2	8	-3	-3	5	-1.9	-4	-0.6	-16
O=C(Nc1ccc(OC(F)F)cc1)c1cc[n+]([O-])cc1	-7	4	-3	3	4	-2.5	2	-1.5	4
O=C1CCCC2=C1C(c1ccccc1)NC(=S)N2 (stereo unspecified)	5	9	-1	0	3	-2.8	2	-2.2	-5
COc1ccc(CNC(=O)c2cccc(N(C)C)c2)cc1	2	15	-5	8	-7	1.9	-5	-3.2	7
CNC(=S)N/N=C(\C)c1ccccc1	-9	21	0	-8	5	-2.3	-4	-3.5	-4
COC(=O)C1=C(C)N(C)C(=O)NC1c1ccsc1 (stereo unspecified)	-8	24	-2	2	3	-2.5	4	-1.7	-2
COc1ccc(-c2cc(C(=O)N(C)Cc3ccccc3)no2)cc1OC	-14	29	-29	-9	9	-5.0	1	-1.3	10
CCc1ccccc1NC(=O)CSc1nnc([C@@H](NC(=O)OC(C)(C)C)C(C)CC)o1 (stereo partly specified)	-9	21	-34	-9	4	-4.3	-5	-3.8	4
O=S1(=O)CCN(Cc2cccc(Cl)c2)CC1	-16	19	-2	2	3	-2.3	-1	-2.1	-11
CCOc1ccc(N2C(=O)/C(=C/c3cc(OC)c(OC)c(OC)c3)N(CC(=O)OC)C2=S)cc1	-18	4	-32	-23	3	-2.1	4	-2.5	8
COc1cc(C(C[N+](=O)[O-])c2c(N)n(C)c(=O)n(C)c2=O)ccc1O (stereo unspecified)	3	4	1	-6	2	-3.2	0	-1.0	27
O=c1cc(CN2CCCc3ccccc32)nc2sccn12	6	9	3	-9	8	2.9	0	3.2	5
Cc1cccc(OCCCOc2cccc3cccnc23)c1C	-7	14	-18	-15	5	-2.1	-10	1.3	-14
NS(=O)(=O)c1ccc(NC(=O)COC(=O)COc2cccc(C(F)(F)F)c2)cc1	-12	1	0	-2	1	-1.9	8	-1.1	-6
CC(C)(C)C1CCC(=NOC(=O)c2ccc(F)cc2)CC1 (stereo unspecified)	12	3	3	2	9	-5.5	1	-4.7	-3
Fc1ccc(-c2nc3c(Cl)cc(C(F)(F)F)cn3c2Cl)cc1	4	-3	-8	15	3	-2.0	8	-1.2	4
O=C1c2ccc3c4c(ccc(c24)C(=O)N1CCCCO)C(=O)N(CCCCO)C3=O	7	18	-15	11	4	-1.9	.	5.3	1
O=C(COC(=O)c1c2c(nc3ccccc13)CCCC2)c1cccs1	3	-2	-20	41*	0	0.8	1	1.8	-6
COc1ccc(C2C(C(=O)OCC(=O)NC(C)(C)C)CCC(=O)N2c2ccc(C)cc2)cc1OC (stereo unspecified)	4	-1	-29	1	2	-2.7	4	-6.8	1
Cc1cccc(CSc2nnc(CCCCCNC(=O)OC(C)(C)C)o2)c1	3	3	-48	-13	1	-3.6	7	-2.8	3
COc1ccc(/C=N/n2c(-c3ccccc3)n[nH]c2=S)cc1	-6	-7	-24	-1	-5	-3.8	4	-2.0	17
CCOC(=O)N1CCN(C(=O)c2cccn3c(=O)c4cc(Br)ccc4nc23)CC1	7	51*	-11	-1	-7	-0.5	10	-1.7	-1
CCn1c(C)nnc1SCC(=O)Nc1cccc(C(F)(F)F)c1	-1	-6	-8	-17	1	-1.1	1	-1.7	-16
CCN1CC(CN(C)Cc2nc(-c3ccc(OC)c4ccccc34)oc2C)CC1=O (stereo unspecified)	-3	9	-5	8	0	-3.0	-2	-0.4	-6
C=CCn1c(-c2ccccc2)n[nH]c1=S	-16	2	-4	7	-2	-2.4	4	3.3	14
O=Cc1cn(CCC(=O)O)nc1-c1cccc(Cl)c1	-2	-12	-6	20	5	-3.0	-1	-3.2	-2
COc1ccc(/C(O)=C2/C(=O)C(=O)N(Cc3cccnc3)C2c2ccccn2)cc1 (stereo unspecified)	2	4	-5	-13	8	-2.5	2	-2.7	4
Cc1cc([N+](=O)[O-])ccc1-c1ccc(/C=N/NC(=O)Cc2ccccc2)o1	-4	36	0	7	0	-4.3	2	-2.1	3
CCCS(=O)(=O)N1CCCC(C(=O)NCCCN(CC)c2cccc(C)c2)C1 (stereo unspecified)	-9	-20	-14	-5	4	0.7	5	-1.0	-3
S=C(Nc1ccccc1Cl)N(Cc1cccnc1)Cc1ccco1	-13	37	-5	6	-1	-4.4	1	-1.9	2
COc1ccccc1N1CCN(C(=O)C(=O)c2cn(CC(=O)N3CCCCCC3)c3ccccc23)CC1	1	-2	-52	2	4	-1.0	5	-0.6	5
CN1CCN(NC(=O)Nc2ccc(F)cc2)CC1	3	1	-5	2	-2	-1.2	.	-2.7	-3
Cc1cc(NC(=O)C23CCC(C)(C(=O)O2)C3(C)C)no1 (stereo unspecified)	-4	16	0	1	-3	-1.3	-1	-0.1	-2
CC(C)c1nc(C(N)=O)c2[nH]c(=O)n(-c3ccc(F)cc3)c2n1	-5	8	-18	8	-3	-5.0	1	0.3	2
COc1ccc2c(c1OC)C(=O)N1C2SC(C)(C)[C@H]1C(=O)NC1CCCC1 (stereo partly specified)	8	6	-30	6	-4	-4.1	12	-5.0	3
CCOc1ccc(S(=O)(=O)N(C)c2ccc(OCC(=O)NCc3ccc(C(=O)OC)cc3)cc2)cc1	-6	-6	-37	-18	2	-0.1	5	-1.1	0
CN(CC(=O)O/N=C(\N)c1ccccn1)S(=O)(=O)c1cc(Cl)ccc1Cl	4	12	-16	-1	-3	-3.6	-5	-4.4	-4
COc1ccc(-c2n[nH]c(C)c2-c2ccc(Cl)cc2)c(O)c1OC	-5	4	-20	-14	-4	-2.6	-4	-1.1	0
O=S1(=O)CCN(Cc2ccc(F)cc2)CC1	-5	8	-2	9	2	-0.9	1	-2.8	-1
CCCCc1nc(NCc2ccccc2)c(C#N)c2c1COC(C)(C)C2	-6	7	-4	3	-3	-6.1	0	-3.5	-11
CC(=O)c1nc(N2C(=O)CC(Cc3ccc(C)cc3)C2=O)sc1C (stereo unspecified)	0	8	-25	0	-8	-0.1	5	0.9	1
O=C(c1ccccc1)c1c[nH]c2cc3c(cc2c1=O)OCO3	4	-34	-9	29	.	-1.4	.	-2.7	-1
CCS(=O)(=O)N1CCC(C(=O)O)CC1	1	8	1	-4	4	0.6	1	-0.1	-9
Cc1ccc(C)c(N2CCN(C(=O)CCCCn3c(=O)[nH]c4ccccc4c3=O)CC2)c1	-15	18	-12	-2	-5	0.7	4	-2.4	-3
COc1ccc(S(=O)(=O)N2CC(O)CC2C(=O)Nc2cccnc2)cc1 (stereo unspecified)	-5	26	-4	-5	-1	-1.2	7	-2.7	-11
CC(C)(C)c1cc[n+](/C(C(=S)NC2CC2)=C(/[O-])c2ccc(Cl)s2)cc1	-2	-11	-1	-4	6	-4.2	5	-3.2	-12
Cc1ccc(CNC(=O)c2cnc(-c3ccccn3)nc2C(F)(F)F)cc1	-4	-1	-17	-3	3	-2.9	6	-5.9	-1
CSc1cccc(NC(=O)CCCOc2ccc(Cl)cc2Cl)c1	4	-10	-2	5	2	-1.6	6	-1.3	-8
O=C(COC(=O)c1ccccc1Br)NCCC1=CCCCC1	-6	22	-23	-5	0	-3.0	-3	-1.6	-9

Screening results from PubChem BioAssay.
